# Screening data as filed in PubChem BioAssay.
# SSB-PriA inh: blocks PriA binding to SSB C-terminal tail. actives 0.6% (n = 430,000). inhibition, % at 33 µM. AlphaScreen SSBct-PriA binding, biotinylated peptide. AID 1272365; in the data active = inhibition mostly above about 37%, no sharp cut-off; inactive = mostly below about 20%;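 also: plate controls were negative control peptide for no effect and reference peptide for full effect; strong numbers were not always called active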
# * hit, by the source's call; & = joins results of further samples. Not all compounds are listed; the hit share may differ from the screen's.
molecule,SSB-PriA inh
CCOc1cc(C(=O)Nc2cc([N+](=O)[O-])ccc2OC)cc(OCC)c1OCC,-4
O=C(NCCCN1CCOCC1)C(=O)NC[C@@H](c1cccs1)S(=O)(=O)c1ccc(F)cc1,0
COc1ccc(C(=O)NN=C(C)CC(=O)Nc2ccccn2)cc1OC,-5
CCOC(=O)Cc1csc(NC(=O)c2cc3nc(C)ccc3o2)n1,-7
COc1ccc(OC)c2sc(N(Cc3cccnc3)C(=O)C3CCN(S(C)(=O)=O)CC3)nc12,-9
O=C(Nc1ccc2ncsc2c1)c1sc2ccccc2c1Cl,-1
O=C(/C=C/c1ccc([N+](=O)[O-])s1)N(Cc1cccnc1)c1nc2c(F)cc(F)cc2s1,5
NC(=NOC(=O)CCCN1C(=O)c2ccccc2C1=O)c1ccc(Cl)cc1,-6
COc1cccc(C=Nn2c(-c3cccs3)n[nH]c2=S)c1,-6
CC(C)(c1ccccc1)c1ccc(OCC(=O)NCCC(=O)O)cc1,5

# More compounds follow.
molecule,SSB-PriA inh
O=C1C2CC=CCC2C(=O)N1C1CNC1 (configuration not stated),-4
Cc1ccc(Nc2nc(C(=O)Nc3cccnc3)cs2)c(C)c1,-21
O=C(Nc1ccc(S(=O)(=O)Nc2nccs2)cc1)c1ccco1,1
O=C(NCC#CCN1CCCCC1)Nc1ccc2c(c1)OCO2,-6
Cc1ccc(S(=O)(=O)N2CCN(CCOC(=O)CCC(=O)O)CC2)cc1,-2
CCCN(CCC)Cc1c(C(=O)NN=Cc2ccc(Br)cc2)nnn1-c1nonc1N,6
Cc1c(C=Nn2cnnc2)c2ccccc2n1CCOc1ccc(Cl)cc1,-2
CCOc1ccc(C)cc1S(=O)(=O)Nc1ccc2c(c1)OCC(C)(C)C(=O)N2,1
COc1cc(C)c(S(=O)(=O)Nc2ccc(Nc3ccc(-n4cccn4)nn3)cc2)cc1C,-9
COC(=O)c1ccc(C(=O)Nc2ccccc2Cc2nc(-c3cccnc3)no2)cc1,9

# Rewritten with each value named: part of the list above
Molecule: CCOc1cc(C(=O)Nc2cc([N+](=O)[O-])ccc2OC)cc(OCC)c1OCC
  SSB-PriA inh: -4

Molecule: CCOc1ccc(C)cc1S(=O)(=O)Nc1ccc2c(c1)OCC(C)(C)C(=O)N2
  SSB-PriA inh: 1

# Carrying on:
molecule,SSB-PriA inh
CCOc1ccc(C(=O)NCCSc2ncc(-c3ccccc3)[nH]2)cc1OCC,11
O=C(COc1ccc(Cl)cc1Cl)N1CCCC(S(=O)(=O)c2ccc(F)cc2)C1 (configuration not stated),-3
CCC(CC)C(=O)N1CCN(c2ccc(-c3ccccc3)nn2)CC1,-1
O=C(COc1ccc(Cl)cc1Cl)NCC1(c2ccc(F)cc2)CCOCC1,-3
Cc1ccccc1OCC(=O)NCCSC1CCOCC1,5
CCn1c(/C=N\NC(=O)COc2ccccc2Br)nc2ccccc21,5
O=C(Nc1nncs1)c1ccccn1,98*
CC(=NNC(=O)c1nnn(-c2nonc2N)c1CN1CCCCC1)c1ccccc1O,0
COc1ccc(OC)c(-n2c(CNC(=O)c3ccc(S(=O)(=O)N4CCOCC4)cc3)nnc2SCC(=O)Nc2nc3ccccc3s2)c1,-27&-7
CCOC(=O)CCC(=O)Nc1ccc2c(c1)CCCN2C(=O)C1CC1,-13

# (more compounds)
molecule,SSB-PriA inh
Cc1cccc(S(=O)(=O)NCCC(=O)NCc2cccnc2-c2cccs2)c1,-11
Cc1ccc(-n2ncc3c(N4CCOCC4)nc(NCc4ccco4)nc32)cc1,-9
CC(=O)N1CCc2ccc(NS(=O)(=O)Cc3ccc(F)cc3)cc2C1,7
O=C1CCCC(=O)N1CCS(=O)(=O)NCC(O)Cc1ccccc1 (configuration not stated),-9
O=C(CCn1cnc2ccccc21)N/N=C\c1ccc([N+](=O)[O-])cc1,-6
COc1ccc(C=NNC(=O)NC23CC4CC(CC(C4)C2)C3)c(OC)c1,-5
COc1ccc(C(C)=NN=C(C)c2ccc(OC)cc2OC)c(OC)c1,-17
CC(=NNC(=O)c1sc(=S)n(C)c1C)c1ccccc1,-6
COc1ccc(-c2cccc(NC(=O)c3cccc(C)c3)c2)nn1,-1
Cc1nc(C)c(C(=O)NCCCn2ccc3cccnc32)s1,-9

# 4 structures out of the list, arranged by number of heavy atoms, rising.
molecule,SSB-PriA inh
O=C(Nc1nncs1)c1ccccn1,98*
Cc1ccc(Nc2nc(C(=O)Nc3cccnc3)cs2)c(C)c1,-21
COc1ccc(-c2cccc(NC(=O)c3cccc(C)c3)c2)nn1,-1
CCOC(=O)CCC(=O)Nc1ccc2c(c1)CCCN2C(=O)C1CC1,-13

# The list goes on:
molecule,SSB-PriA inh
O=C(/C=C/c1cccc(F)c1)c1ccc[nH]1,4
Cc1ccc2nc(NC(=O)CCCSc3ccc(NC(=O)C4CC4)nn3)sc2c1,-14&-1
O=C(CSC1CCCC1)NCCn1nc(-n2cncn2)ccc1=O,13
CSC[C@@](C)(O)CNC(=O)C(=O)Nc1cc(F)ccc1F,-7
O=C(Cn1cncn1)Nc1cnn(CC2COc3ccccc3O2)c1 (configuration not stated),-105
Cc1nc(NCCNC(=O)C(c2ccccc2)c2ccccc2)cc(Nc2ccccn2)n1,-28
Cc1cc2nc(NC(=O)/C=C/c3cccc([N+](=O)[O-])c3)sc2cc1C,-12
CC(C)(C)n1ncc2c(=O)n(Cc3ccccc3F)cnc21,-11
CN(CC(=O)NCc1ccc(S(N)(=O)=O)cc1)c1nc2ccccc2s1,-7
CCOC(=O)c1cc(NC(=O)Nc2cccc(OC)c2)c(C)nc1C,-13

# Brought forward from above: 2 compounds, followed by the next part.
molecule,SSB-PriA inh
CN(CC(=O)NCc1ccc(S(N)(=O)=O)cc1)c1nc2ccccc2s1,-7
CCOC(=O)c1cc(NC(=O)Nc2cccc(OC)c2)c(C)nc1C,-13
Cc1c(Cl)cccc1S(=O)(=O)NCCn1ccnc1-c1ccccn1,-27
Cc1cc(C)c2c(c1)sc(=NC(=O)CN1C(=O)c3ccccc3C1=O)n2C,-7
O=C(NCc1ccc(C(=O)c2ccco2)s1)c1ccco1,1
O=C(CCS(=O)(=O)c1ccccc1)NC(c1cccnc1)C1CCOCC1 (configuration not stated),-13
COc1ccc(Cl)cc1NC(=O)Nc1ccc(-n2nnn(CC(N)=O)c2=O)cc1,-16
CC(=CC(=O)c1ccc(Br)cc1)NCc1ccc(C)cc1,-6
O=C(Nc1nc2cc3c(cc2s1)OCO3)c1cc(Cl)ccc1Cl,-10
Cc1nc(Nc2ccccn2)cc(N2CCN(S(=O)(=O)c3cccs3)CC2)n1,5
O=C(Nc1nc2c(s1)CN(Cc1ccccc1)CC2)c1sc2ccccc2c1Cl,-12
CS(=O)(=O)N1CCC(C(=O)Nc2ccc(-c3nc4ccccc4[nH]3)cc2)CC1,-13

# (list continues)
molecule,SSB-PriA inh
CC(=NOCC(=O)NCCCCCCNC(=O)CON=C(C)c1cccs1)c1cccs1,-4
COC(=O)N1CCC(CNC(=O)c2cc(-c3ccco3)on2)CC1,-12
Cc1ccc(Cl)c2sc(=NC(=O)CN3C(=O)CCC3=O)n(C)c12,-11
O=C(NCC1CCN(C(=O)c2cc3ccccc3o2)CC1)c1ccc(-c2ccsc2)cc1,-2
O=C(Nc1ccc(-c2nc3ccccc3[nH]2)cc1)c1cc(-c2ccccc2)nc2ccccc12,-6
COC(=O)c1ccccc1NC(=O)/C(C#N)=C/c1ccc(O)cc1,-8
CSCc1csc(NC(=O)Cc2ccccc2)n1,-1
O=c1c2c(-c3ccc(Cl)cc3)csc2ncn1N=Cc1cccc([N+](=O)[O-])c1O,0
CCN=C1S/C(=C\c2cc(OC)c(OC)c(OC)c2)C(=O)N1CC,11
C=CCn1c(O)c(C=CC=Nc2ccccc2)c(=O)[nH]c1=O,4

# Other structures
molecule,SSB-PriA inh
Cc1c(Cl)ccc2sc(NC(=O)C3CCCN(S(C)(=O)=O)C3)nc12 (configuration not stated),-13
COC(=O)C1CC(Oc2ccccc2F)CN1C(=O)CSCc1ccccc1 (configuration not stated),3
COc1ccc(CCNC(=O)Cn2nc(-c3cc(C)ccc3C)ccc2=O)cc1OC,5
CCOC(=O)C(C#N)=C1C=C(C)N(c2cccnc2)C(C)=C1,-24
O=C(Nc1ccccc1)N1CCC(c2nnc(C(F)(F)F)o2)CC1,-8
CCOC(=O)CNC(=O)Cn1c(-c2ccccn2)nc2ccccc21,-19
CC(=O)c1sc(NC(=O)c2cc(Cl)sc2Cl)nc1-c1ccccc1,9
CC(C)N1CCC(CNC(=O)C(=O)NCc2ccccc2Cl)CC1,-9
O=C(/C=C/c1ccc([N+](=O)[O-])s1)Nc1nc2ccc([N+](=O)[O-])cc2s1,7
COC(=O)c1ccc(C=NOCC(=O)NCc2ccc(F)cc2)cc1,2

# The list continues:
molecule,SSB-PriA inh
O=C(Nc1ccccc1C(F)(F)F)N1CCN(c2ccc(-c3ccncc3)nn2)CC1,-14
O=C(COc1ccccc1F)NCc1ccc(C(=O)c2cccs2)s1,-22
CCCN1C(=O)S/C(=C\C(=O)O)C1=O,-1
Cn1nc(CN(C(=O)NCc2ccc3c(c2)OCO3)C2CCCC2)cc1C1CC1,-2
O=C(CN1N=NC2C(=O)N(c3ccc(Cl)cc3)C(=O)C21)Nc1ccc(Cl)cc1Cl (configuration not stated),-18
O=C(Nc1nnc2n1CCCS2)c1cccc(Br)c1,-10
O=C(CN1CCSCC1)NN=Cc1ccc(F)cc1F,-2
COc1cccc(C=NNC(=O)CSc2nnc(C)n2-c2ccccc2)c1O,2
Cc1noc(-c2ccsc2NC(=O)Cc2ccccc2)n1,2
COc1ccc(C=NNC(=O)c2ccc3c(c2)OCCO3)cc1[N+](=O)[O-],-4

# Carrying on:
molecule,SSB-PriA inh
O=C(NCC(O)(c1cccs1)C1CC1)c1cccs1 (configuration not stated),-12
CSc1ccc2nc(NC(=O)c3ccccc3NS(=O)(=O)c3ccc(C)cc3)sc2c1,-8
O=[N+]([O-])c1ccc(NN=C2CC3CC=CC23)c([N+](=O)[O-])c1 (configuration not stated),52*
COc1nn(C)cc1C(=O)NCCc1ccc(S(N)(=O)=O)cc1,-4
CC(NC(=O)COc1ccc(C=NNS(=O)(=O)c2ccccc2)cc1)c1ccccc1 (configuration not stated),-12
O=C(NN=Cc1cccnc1)c1ccccc1OCc1cccc(Br)c1,2
Cc1c(Cl)cccc1NC(=O)C(=O)NCc1ccsc1,-6
O=C(c1cn(Cc2ccccc2)nc1OCc1ccccc1)N1CCC(Cc2ccccc2)CC1,-11
Cc1ccc2nc(-c3ccc(NC(=O)c4ncc(-c5ccc(F)cc5)o4)cc3)sc2c1,-19&-8
O=C(NCc1cccnc1-c1cccs1)c1ccc(N2CCOCC2)cc1,1

# Carrying on.
molecule,SSB-PriA inh
CC1=NN(c2ccccc2)C(=O)C1C(=O)c1cccc(Cl)c1 (configuration not stated),-13
COc1ccccc1C=NNC(=O)c1c(C)nc2ccc(Cl)cn12,-3
O=C(Cc1ccc(F)cc1)Nc1cnc(-n2ccnc2)nc1,-4
N#Cc1ccccc1NC(=O)C(=O)NCCC(c1ccccc1)c1ccccc1,-4&2
O=C(NC[C@]1(O)CCOc2ccccc21)C(=O)NC1CC1,-8
Cc1ccc(-c2ccc(=O)n(CC(=O)Nc3ccc(F)cc3F)n2)c(C)c1,-15
Cc1cc(NC(=O)C(=O)NCC2CCN(C(=O)Nc3ccc(F)cc3)CC2)ccc1N1CCCC1=O,-5
CC(=O)Oc1cc(OC(C)=O)c2c(-c3ccc([N+](=O)[O-])cc3)cc(=O)oc2c1,-2
CCC(=O)Nc1ccc(C(=O)NN=Cc2c(C)[nH]c3ccccc23)cc1,-3
CCCN(CCC)c1ncnc2c1cnn2-c1ccc(F)cc1,-10

# Other entries.
molecule,SSB-PriA inh
N#CC(=NNc1ccc(Cl)cc1)C(=N)N1CCCCCC1,1
CCOC(=O)c1c(NC(=O)c2ccc(Oc3ccccc3)cc2)sc(C)c1C,0
CC(C)(C)C(=O)Nc1nc(-c2ccc3c(c2)OCCO3)cs1,18
COc1cccc(C(=O)CSc2ccc(NC(=O)c3cccs3)nn2)c1,-8
Cn1nc(CNC(=O)c2ccc3c(c2)OCO3)cc1C1CC1,-12
Cc1ccccc1NC(=O)NCC#CCN1CCCC1,-8
C=CCOC(=O)C1=C(C)N=C(SCC(=O)Nc2ccc(F)cc2)C(C#N)[C@H]1c1ccco1 (some centres not stated),-16
O=C(NC1C2CC3CC(C2)CC1C3)c1cccnc1Cl (configuration not stated),-3
O=C(NCCCSc1nc2ccccc2o1)Nc1nccs1,8
CCn1c(C)cc2c(c1=O)C(C(C)C)C(C#N)=C(N)O2 (configuration not stated),-8

# (list continues)
molecule,SSB-PriA inh
NCc1ccc(O)cc1,-9
COc1ccccc1NS(=O)(=O)c1cc([N+](=O)[O-])ccc1NN=Cc1sc(N2CCOCC2)nc1-c1ccccc1,3
CSc1ccccc1CN1CCC(CNC(=O)c2cc(-c3ccccc3)on2)CC1,5
Cc1cc2nc(N3CCOCC3)sc2cc1C,-5
CCCS(=O)(=O)N1CCc2ccc(NC(=O)COc3ccc(Cl)cc3Cl)cc2C1,4
O=C(NCCCn1nc(-c2ccncc2)ccc1=O)c1ccc(F)c(F)c1,6
O=C(CCCCn1c(=O)c2ccccc2n(Cc2ccc(F)cc2Cl)c1=O)NCc1cccs1,-7&3
Cc1ccc(Oc2cccc(C(=O)Nc3c(C)nc(N(C)C)nc3C)c2)nn1,-5
O=C(CCn1c(=S)[nH]c2cc3c(cc2c1=O)OCO3)N1CCN(c2ccccn2)CC1,4
Cn1cccc(C(=O)NCC[C@H](O)c2ccc3c(c2)OCO3)c1=O,-8

# Next results follow.
molecule,SSB-PriA inh
CCN(CC)P(=O)(NC(=O)C(Cl)(Cl)Cl)N(CC)CC,-7
CCOc1ccc(N2C(=O)N(c3cccc(C(F)(F)F)c3)C3CS(=O)(=O)CC32)cc1 (configuration not stated),1
CCc1nnc(C2CCN(C(=O)C3CCCC3)CC2)s1,-9
COC(=O)c1cc(C(O)(C(=O)OC)C(F)(F)F)c(N=CN(C)C)s1 (configuration not stated),-10
